# ABHD5-PLIN5 inh: inhibitors of human ABHD5-perilipin-5 interaction | Q00G26+Q8WTS1 | actives 0.78% (n = 360,000) | inhibition, % at 4 µM | Split G. princeps luciferase complementation, luminescence, 4 h;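 active = inhibition above the mean inhibition across every tested compound plus 3 SD, cut at about 22% in these data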;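 also: 0% = DMSO only wells and the 100% control is not disclosed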
# TLR9-MyD88 block: inhibitors of human TLR9-MyD88 binding; Q9NR96+Q99836; AID 504734; actives 0.21% (n = 340,000); CHO BLA complementation TLR9-MyD88, CCF4 FRET ratio; inhibition, % at 4.98 µM;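 active = inhibition above the mean over all tested compounds plus 3 SD, cut at about 21% in these data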;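 also: 0% = DMSO only wells and 100% = clavulanate BLA inhibitor control wells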
# NOD2 RIPK2 PPI: NOD2-RIPK2 protein interaction inhibition. inhibition, % at 4.98 µM. O43353. actives 0.38% (n = 360,000). AID 624267. CHO BLA complementation NOD2-RIPK2, CCF4 ratio; in the data active = inhibition above about 21%;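 also: 0% = vehicle only and 100% = reference blocker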
# Target sequence (O43353 whole entry, looked up): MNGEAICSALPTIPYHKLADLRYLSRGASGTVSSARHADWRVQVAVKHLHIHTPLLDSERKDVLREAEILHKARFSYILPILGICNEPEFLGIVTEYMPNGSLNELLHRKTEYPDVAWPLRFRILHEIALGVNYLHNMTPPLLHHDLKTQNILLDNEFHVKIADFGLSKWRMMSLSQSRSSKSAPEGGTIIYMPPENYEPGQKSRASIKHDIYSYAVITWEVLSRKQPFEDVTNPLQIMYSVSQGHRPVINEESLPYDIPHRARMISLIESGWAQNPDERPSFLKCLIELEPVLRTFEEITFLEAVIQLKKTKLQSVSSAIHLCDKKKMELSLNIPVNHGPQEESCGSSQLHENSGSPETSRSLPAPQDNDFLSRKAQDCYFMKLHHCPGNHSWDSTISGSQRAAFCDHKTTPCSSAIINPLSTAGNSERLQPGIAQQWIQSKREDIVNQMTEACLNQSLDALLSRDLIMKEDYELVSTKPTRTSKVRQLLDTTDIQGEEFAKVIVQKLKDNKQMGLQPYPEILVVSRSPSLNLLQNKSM
# ABCB6 inh MLPCN: human ABCB6 transporter inhibition; Q9NP58; actives 0.19% (n = 360,000); K562-ABCB6 porphyrin accumulation, flow cytometry, 1 h; hits give low values; fluorescence ratio to DMSO, % at 10 µM;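 active = fluorescence ratio to DMSO below 75%, the collection mean minus 3 SD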;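 also: signal is porphyrin accumulated inside mitochondria; 100% equals median channel fluorescence of DMSO control wells; lower ratio means ABCB6 inhibition with less porphyrin fluorescence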
# Granule exo inh: lytic granule exocytosis inhibition. TALL-104 LAMP-1 surface exposure, flow cytometry; cells stimulated with thapsigargin and PMA. inhibition, % at 10 µM. actives 0.66% (n = 360,000). AID 651702;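 active = inhibition above about 55%, limit read from the data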
# Vif inh: blocks HIV Vif function | inhibition, % at 7.49 µM | HEK293T cells, Vif self-association by quenched fluorescence, imaging, 24 h | actives 0.35% (n = 340,000); in the data active = inhibition above about 50%, passing the limit was not always enough; also: some results filed as inactive read as strong as hits
# MC4R ag barr: activates human MC4R beta-arrestin recruitment | actives 0.98% (n = 360,000) | activation, % at 8.9 µM | U2OS MC4R beta-arrestin complementation, luminescence; percent of melanotan II response, DMSO zero;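 active = activation above a per-plate cutoff, the mean activation of sample wells on that plate plus 3 SD, cut at about 8% in these data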
# Target sequence (P32245 whole entry, looked up): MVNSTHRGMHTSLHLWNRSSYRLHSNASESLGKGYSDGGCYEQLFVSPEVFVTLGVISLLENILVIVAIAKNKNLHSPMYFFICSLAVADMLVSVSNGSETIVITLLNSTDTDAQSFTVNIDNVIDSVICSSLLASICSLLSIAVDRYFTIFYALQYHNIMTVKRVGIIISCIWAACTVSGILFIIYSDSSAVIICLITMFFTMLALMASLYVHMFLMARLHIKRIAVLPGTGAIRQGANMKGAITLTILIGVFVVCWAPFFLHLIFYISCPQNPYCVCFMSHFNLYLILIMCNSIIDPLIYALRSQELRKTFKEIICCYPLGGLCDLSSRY
# Glyco luc inh: N-linked glycosylation inhibition | D54 ERlucT glycosylation luciferase reporter, 24 h; percent of 100 nM tunicamycin response | reporter increase, % at 12.5 µM | actives 0.23% (n = 360,000) | AID 588692;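 active = mean luciferase reporter signal, scaled so untreated is 0 and the glycosylation-blocking control 100, at or above a set limit in every replicate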;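 also: luciferase carries N-glycosylation sites so blocking glycosylation raises the light; 0% = median of neutral control wells and 100% = median of 100 nM tunicamycin wells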
# MC4R antagonist: blocks human MC4R cAMP signaling; MC4R-expressing cells, MTII-stimulated cAMP, LANCE TR-FRET; P32245; inhibition, % at 6.5 µM; AID 540295; actives 0.48% (n = 360,000);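 active = inhibition above its plate's cutoff, the mean of tested wells on that plate plus 3 SD, cut at about 29% in these data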;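 also: 0% = Melanotan II alone and 100% = Melanotan II plus saturating MCL0020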
#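 material = U2OS cells stably expressing human melanocortin 4 receptor (MC4R) | also added = Melanotan II challenge | dosing = single nominal compound dose of 6.5 µM | detection = TR-FRET with Eu-cAMP and labeled anti-cAMP, 671 nm | replication = singlicate | timing = compound 30 min, challenge 1 h, detection 1 h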
# aDG glyco up: increases alpha dystroglycan glycosylation; Pro5-aDG cells, alpha-DG glycosylation AlphaScreen (IIH6); 0% Pro5, 100% B10-LARGE cell signal; actives 0.22% (n = 360,000); activation, % at 10 µM; AID 624168;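 active = activation of at least 8% versus controls, or a plate z-score of at least 8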;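 also: Pro5 are CHO cells carrying HIG-tagged alpha-DG that lacks glycosylation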
# The depositor's hits bear a star; nt = no result given; & = joins results of further samples. An excerpt; rates above refer to the full screens.
SMILES,ABHD5-PLIN5 inh,TLR9-MyD88 block,NOD2 RIPK2 PPI,ABCB6 inh MLPCN,Granule exo inh,Vif inh,MC4R ag barr,Glyco luc inh,MC4R antagonist,aDG glyco up
O=C(CCn1c(=O)oc2ccccc21)NCCCN1CCCC1=O,6,-16,-1,96,-8,-4,-0.1,-1,-1,0.0
CCS(=O)(=O)NC(C)C(c1cccs1)N1CCN(c2ccc(OC)cc2)CC1 (configuration not stated),0,3,2,100,3,-6,-1.0,1,18,-0.3
COc1ccc(C(=O)NCCSCc2ccccc2C)cc1,7,2,-5,95,1,2,0.1,0,-1,-0.1
CCOC(=O)C(=Cc1ccc(Br)cc1)C(=O)OCC,15,4,8,100,-6,-7,-2.8,11,0,-0.1
Cc1cccc(-c2nnn(CC/C(N)=N/O)n2)c1,1,-5,0,99,-1,-3,-1.6,2,5,0.1
CC1CC(C)CN(C(=O)C2CCN(S(=O)(=O)c3cccs3)CC2)C1 (configuration not stated),0,1,-2,99,-2,17,0.1,-2,21,0.0
Cc1ccc(C(=O)NCCc2cccs2)cc1,5,-1,-5,93,-6,-5,-2.2,-21,-1,-0.1
Cc1cc(C)n2nc3nc(N4CCCCC4)nc(-c4ccco4)c3c2n1,9,-4,-6,102,-4,21,0.0,1,20,-0.1
COc1ccc(OCc2cc(C(=O)NCC3CCOCC3)no2)c(Cl)c1,-3,-8,1,98,-3,-10,-1.4,1,8,-0.1
COc1ccc(-n2nc(C(=O)NCC(=O)NCCc3ccc(OC)c(OC)c3)c3ccccc3c2=O)cc1Cl,9,-1,-9,94,-2,-10,1.2,2,-1,-0.1
COc1ccc(CN2CCOCC2)cc1,6,8,3,105,1,4,1.3,0,2,-0.3
O=C(COc1ccc2ccccc2c1)NCC(=O)N/N=C/c1ccco1,2,-7,-7,97,0,-6,-0.3,0,3,-0.1
Cn1cccc1Cc1nnc(SCC(=O)NC2CCCCC2)n1CCc1ccccc1,11,14,0,100,5,2,1.1,-6,1,0.0
CC(C)(C)OC(=O)NC(Cc1ccccc1)C(=O)N1CCC(C(=O)NCC(=O)Nc2ccc(F)cc2)CC1 (configuration not stated),5,-14,-4,122,1,6,-1.4,0,-3,-0.1
CC(C)CCNC(=O)NC(=O)COC(=O)CCN=C1NS(=O)(=O)c2ccccc21,-2,8,-3,98,3,-1,-0.8,1,1,1.3
CC(C)CNC(=O)CCCc1c[nH]c2ccccc12,-1,3,1,88,-2,7,-1.2,0,0,0.1
O=C(Nc1ccc(Cl)cc1)c1csc(-c2ccncc2)n1,3,-5,-2,103,9,1,-1.1,-3,7,0.4
COc1ccc(C(C)=O)cc1CSc1nnc(-c2ccncc2)n1C,11,-7,5,101,4,13,4.2,3,-6,-0.2
COc1ccc(C2/C=C\CN(S(=O)(=O)/C=C/c3ccccc3)CC(=O)N2Cc2ccc(F)cc2)cc1 (configuration not stated),-1,-4,1,96,-3,12,0.1,-1,10,0.3
O=c1c2c([nH]c3ccccc13)CCCC2,3,-6,-10,91,0,-1,-0.8,0,3,-0.1

# Some of these compounds in order of the Vif inh value, largest number first:
SMILES,ABHD5-PLIN5 inh,TLR9-MyD88 block,NOD2 RIPK2 PPI,ABCB6 inh MLPCN,Granule exo inh,Vif inh,MC4R ag barr,Glyco luc inh,MC4R antagonist,aDG glyco up
Cn1cccc1Cc1nnc(SCC(=O)NC2CCCCC2)n1CCc1ccccc1,11,14,0,100,5,2,1.1,-6,1,0.0
O=c1c2c([nH]c3ccccc13)CCCC2,3,-6,-10,91,0,-1,-0.8,0,3,-0.1
O=C(COc1ccc2ccccc2c1)NCC(=O)N/N=C/c1ccco1,2,-7,-7,97,0,-6,-0.3,0,3,-0.1

# (list continues)
SMILES,ABHD5-PLIN5 inh,TLR9-MyD88 block,NOD2 RIPK2 PPI,ABCB6 inh MLPCN,Granule exo inh,Vif inh,MC4R ag barr,Glyco luc inh,MC4R antagonist,aDG glyco up
CC(C)OC(=O)C(CC(=O)O)N1CCOCC1 (configuration not stated),1,-16,-8,99,9,7,-1.7,0,-1,-0.2
COc1ccccc1N=Cc1c(O)c2ccccc2oc1=O,-1,7,-2,97,-4,-7,-1.1,-1,2,0.7
Cc1ccc(S(=O)(=O)N(CC(=O)Nc2cccc(C(F)(F)F)c2)C(=O)N2CCN(C)CC2)cc1,-11,-8,-1,125,-3,-2,1.1,4,14,1.3
CCCCn1c(=O)c(F)cn(Cc2ccc(OC)c([N+](=O)[O-])c2)c1=O,1,-13,-12,103,-3,nt,0.2,0,4,0.0
CCCCCCCCN1C(=O)[C@H](CC(=O)NCCc2ccccc2OC)C[C@@]2(C(=O)OC)CCCCC=C12,8,nt,2,96,8,nt,nt,nt,nt,0.1
Cc1nnc(SCC(=O)NCc2ccco2)n1Cc1ccccc1,-2,-14,0,90,0,3,-0.4,0,5,0.2
CCOc1ccc(NC(=O)C2CCCN(S(=O)(=O)c3ccc4[nH]c(=O)ccc4c3)C2)cc1 (configuration not stated),-1,2,-5,106,-4,6,1.0,1,8,0.0
O=C(NCC1CCCO1)c1cc(Br)c(Br)s1 (configuration not stated),15,-9,1,87,0,-1,-0.2,2,13,0.7
O=C(NCCC(=O)N1CCN(c2cccc(Cl)c2)CC1)c1ccc(Br)cc1,-3,4,-5,94,-2,11,0.0,0,6,0.0
CCc1nnc(NC(=O)CSc2nnc(Cc3ccccc3)n2-c2ccccc2)s1,0,-9,6,97,-3,-7,2.4,-1,10,0.3
CCOc1ccccc1CN1CCN(C/C=C/c2ccc(OC)cc2)CC1CCO (configuration not stated),-5,0,-6,96,1,-5,-0.7,-2,-9,0.3
COc1cc(C2=Nc3c(c(C)nn3-c3ccccc3)P(=O)(N3CCOCC3)O2)cc(OC)c1OC (configuration not stated),-1,-3,-8,93,-2,-3,-1.5,5,4,-0.1
Cc1c(NC(=S)N/N=C/C=C/c2ccc([N+](=O)[O-])cc2)c(=O)n(-c2ccccc2)n1C,-9,-4,-3,94,-8,-1,0.3,-2,3,-0.2
CCOc1ccc(N(C)S(=O)(=O)c2ccc(C)c(C(=O)N3CCN(Cc4ccc5c(c4)OCO5)CC3)c2)cc1,11,-6,-12,92,-11,-23,0.7,-6,1,0.4
COc1ccccc1N1CCN(CCN(C(=O)C2CCCCC2)c2ccccn2)CC1,1&5,-5&1,-5&-19,100&103,2&-5,-3&-1,0.8&0.3,0&1,13&0,0.1&0.1
COc1cc(/C=C/C(=O)O)ccc1OS(=O)(=O)c1cc(Br)ccc1C,10,-7,-1,96,4,-4,-1.7,2,9,0.0
CCC1c2ccc(C)n2CCN1C(=O)Nc1ccc(F)cc1 (configuration not stated),-6,-3,-6,123,0,3,0.3,2,10,0.0
O=C(CCN1C(=O)c2ccccc2C1=O)Nc1sc2c(c1C(=O)NCC1CCCO1)CCC2 (configuration not stated),1,9,7,103,0,0,-2.0,1,3,-0.2
Cn1c(SCc2ccccc2Cl)nnc1-c1cnccn1,-1,6,1,95,3,2,-1.4,5,-5,0.5
CCOC(=O)C1(CCc2ccccc2)CCN(Cc2ccc(OC)cc2)CC1,4,0,-6,98,1,10,-2.7,0,5,0.5
CCCC(=O)Nc1ccc(OCC(=O)OC)cc1,11,-4,13,91,3,nt,-1.0,-1,1,-0.3
O=C(OCCOCCOC(=O)Oc1ccccc1)Oc1ccccc1,5,-8,-10,98,-5,16,-0.3,0,-3,-0.1
CCOC(=O)c1c(C)nc2ncccn12,1,-6,10,134,2,-13,-0.9,0,0,1.0
O=C(O)c1ccc(CNC(=S)Nc2ccccc2)cc1,-2,1,-4,102,1,12,-3.0,2,8,-0.4
Cc1occc1C(=O)Nc1ccc(OCc2ccccc2)cc1,4,4,12,96,4,4,3.8,-5,6,0.0
NC1=NC[C@H](c2ccccc2)N1CCCCC1CCCCC1,3,-6,4,97,15,0,-1.2,12,9,-0.1
Cc1cc2ncn(C(=O)N3CCCC3)c2cc1C,2,-4,0,90,0,2,-0.6,1,7,-0.4
Cc1ccc(-n2ncc(C(=O)NCC3CCN(C4CCCC4)C3)c2C2CCN(C(=O)OC(C)(C)C)CC2)cc1 (configuration not stated),14,0,-2,98,-3,0,1.7,-4,5,0.1
OC(CN1C2=NCCN2c2ccccc21)c1ccc(Br)cc1 (configuration not stated),1,11,2,91,1,13,-1.1,0,8,0.0
CC1CCC2C(=O)N(c3ccc(NC4CCCCC4)c([N+](=O)[O-])c3)C(=O)C2C1 (configuration not stated),-2,12,-2,102,-3,-7,-2.4,1,14,-0.1
CCCn1c(SCC(=O)c2cc(C)n(-c3cc(C)on3)c2C)n[nH]c1=O,5,3,-9,98,8,-2,-0.2,0,-4,0.6
Cc1nc2ccccc2c(=O)n1-c1ccc(F)c(NC(=O)c2cccs2)c1,5,0,4,95,4,16,0.4,-3,4,-0.2
O=C1O/C(=C\c2ccccc2)c2ccccc21,1,-11,-10,102,-8,-7,0.4,1,-8,1.4
Cc1ccc(NC(=S)NC(=O)C2CCC2)cc1C,-2,-2,-3,99,0,2,-1.6,-3,0,0.0
Nc1ccc(Cl)c[n+]1Cc1cccc2cccnc12,4,4,-18,102,3,-6,-0.9,0,17,0.4
O=C(Cc1cccc(F)c1)N1CCCC(CO)(Cc2ccc(F)cc2F)C1 (configuration not stated),0,7,-11,96,3,-11,-1.8,-4,2,0.0
C[C@@H]1CN([C@@H](C)CO)C(=O)Cc2cc(NC(=O)Nc3cccc4ccccc34)ccc2O[C@@H]1CN(C)S(C)(=O)=O,-11,-3,-11,92,-6,-6,-1.8,4,6,0.9
CC1=C([N+](=O)[O-])C(c2ccc(Cl)cc2)NC(=O)N1C (configuration not stated),1,-5,-6,101,-2,-1,-1.5,3,11,0.0
Cc1sc(N)nc1-c1ccc(Oc2ccccc2)cc1,-7,-16,1,92,11,8,0.1,3,-7,0.0
Cc1cc(C)n2c(NC3CCCCC3)c(-c3cccnc3)nc2n1,2,nt,-7,133,-1,nt,nt,nt,nt,-0.2
COc1ccc(-c2nc(CC(=O)Nc3cccc(S(=O)(=O)NC4=NCCC4)c3)cs2)cc1,7,-10,-4,98,24,5,0.1,0,2,0.6
CCCn1c(N)c(C(=O)CSc2nc3ccccc3s2)c(=O)[nH]c1=O,2,1,-2,95,17,-4,-2.7,-12,19,1.0
COc1ccc(CCN(Cc2cccs2)S(=O)(=O)c2ccc(-n3cnnn3)cc2)cc1OC,9,5,-10,84,-1,-3,-0.7,-5,-2,0.1
CC(C)NCC(O)COc1ccc(COCCOC(C)C)cc1 (configuration not stated),7,3,-3,94,8,8,0.1,-1,7,-0.4
Cc1ccc(C2=N/C(=C/N3CCOCC3)C(=O)O2)cc1,2,0,5,100,4,7,1.2,-1,9,-0.3
CCCCN1CN(Cc2ccccc2)CNC1=S,-3,-23,5,98,4,-7,4.4,1,-4,0.2
Cc1cc(OCC(=O)Nc2cccnc2)c2c(C)cc(=O)oc2c1,0,-5,-8,93,1,3,-0.3,5,4,0.1

# Quoted from the listing.
# CCCn1c(N)c(C(=O)CSc2nc3ccccc3s2)c(=O)[nH]c1=O – aDG glyco up = 1.0
# CCCCN1CN(Cc2ccccc2)CNC1=S – ABCB6 inh MLPCN = 98
# COc1ccc(-c2nc(CC(=O)Nc3cccc(S(=O)(=O)NC4=NCCC4)c3)cs2)cc1 – TLR9-MyD88 block = -10

# Screening data as filed in PubChem.
